# From PubChem BioAssay
# bIAP act: intestinal alkaline phosphatase (bovine) activation; purified bovine IAP, CDP-star luminescence, 30 min; hits give high values; fold of DMSO-control signal, blank-subtracted; activation factor at 20 µM; 200,000 compounds, 0.17% hits; AID 1016;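 active = activation factor of 2 or more at 20 µM, a signal rise over negative controls twice the positive control's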
# SRC2 TRFRET art: flags TR-FRET format artefacts in PPARgamma SRC-2 recruitment agonist screen; TR-FRET artefact counter-screen; hits give high values; TR-FRET ratio at 8 µM; 200,000 compounds, 0.4% hits; in the data active = TR-FRET ratio above about 2000; also: inactives centre near 1500; reference of the scale not given here
# Redox H2O2 prof: compounds producing H2O2 with reducing agent – biochemical, NIH compound library profiling, artefact control for MLSCN library redox annotation, primary screen | DTT-dependent redox cycling H2O2, phenol red/HRP absorbance; 100% = 100 µM peroxide control, 0% = buffer | activation, % at 10 µM | 200,000 compounds, 0.03% hits | AID 878;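 active = activation of at least 50% relative to the plate's high and low controls in the primary single-dose screen; inactive = activation below 50%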;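 also: compound incubated with DTT at 0.8 mM final as the reducing agent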
# ROMK mod: modulates human ROMK potassium channel activity | 130,000 compounds, 2% hits | Tet-inducible ROMK, thallium flux fluorescence; actives lie on both sides | B-score at 10 µM | P48048 | AID 1918;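 active = signal ratio slope over the read window, or its plate-corrected B-score, at least 3 SD from the plate mean, either direction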;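 also: B-score of the F/F0 ratio slope over 7 to 12 s after thallium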
# S1P3 antag: blocks the human S1P3 receptor; Q99500; CHO S1P3 NFAT-BLA reporter, FRET fluorescence, antagonist mode; inhibition, % at 4.98 µM; 170,000 compounds, 0.27% hits;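 active = inhibition above the plate cutoff, the mean inhibition of test wells on that plate plus 3 SD, cut at about 28% in these data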;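 also: cells challenged with S1P at its EC80 of 0.8 µM; blue over green emission ratio from cleaved BLA substrate after 4 h stimulation; 0% = S1P-stimulated wells and 100% = unstimulated DMSO-only wells; some compounds past the cut are filed as inactive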
# Lmaj promast: inhibitors of Leishmania major promastigote growth | 200,000 compounds, 9% hits | AID 1063 | inhibition, % at 10 µM | Leishmania major promastigotes, resazurin fluorescence viability; in the data active = inhibition above about 50%;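 also: promastigotes grown with compound for 44 hours at 28 °C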
# PPARg SRC-1 ag: agonists of human PPARgamma SRC-1 coactivator recruitment | P37231 | PPARgamma-SRC-1 coactivator recruitment biochemical assay | activation, % at 8 µM | 200,000 compounds, 0.41% hits | AID 631; in the data active = activation above about 19%;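 also: 0% = DMSO and 100% = reference agonist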
# PPARg SRC-2 ag: promotes SRC-2 coactivator recruitment by human PPARgamma; PPARgamma LBD-SRC-2 recruitment, biochemical; activation, % at 8 µM; P37231; 200,000 compounds, 0.34% hits; in the data active = activation above about 22%;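 also: 0% = vehicle and 100% = reference agonist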
# PPARg SRC3 recr: PPARgamma-driven SRC-3 recruitment agonism. biochemical PPARgamma/SRC-3 coactivator recruitment assay. AID 731. activation, % at 8 µM. 200,000 compounds, 0.26% hits; in the data active = activation above about 23%;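 also: 0% = DMSO and 100% = reference agonist; some compounds past the cut are filed as inactive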
# bIAP inhibitor: blocks bovine intestinal alkaline phosphatase activity; purified bovine IAP, CDP-star luminescence, 30 min; inhibition, % at 20 µM; 190,000 tested, under 10 active; AID 1019;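 active = over 50% inhibition of intestinal alkaline phosphatase at 20 µM in the single-dose screen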
#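 Incubation: 30 min reaction at room temperature / Material: purified bovine intestinal alkaline phosphatase (IAP) enzyme / Input: enzyme at 1/65,000,000 dilution / Dosing: 20 µM single dose / Signal: CDP-star luminescence signal / Reagent: CDP-star chemiluminescent phosphatase substrate, 30 µM final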
# TLR4 MyD88 comp: inhibitors of human TLR4-MyD88 binding | inhibition, % at 8.4 µM | HeLa CL3-4 TLR4/MyD88 BLA complementation, FRET ratio | 200,000 compounds, 0.18% hits | AID 861 | O00206+Q99836; in the data active = inhibition above about 25%;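 also: 0% = vehicle and 100% = reference inhibitor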
# Target sequence (O00206 whole entry, looked up): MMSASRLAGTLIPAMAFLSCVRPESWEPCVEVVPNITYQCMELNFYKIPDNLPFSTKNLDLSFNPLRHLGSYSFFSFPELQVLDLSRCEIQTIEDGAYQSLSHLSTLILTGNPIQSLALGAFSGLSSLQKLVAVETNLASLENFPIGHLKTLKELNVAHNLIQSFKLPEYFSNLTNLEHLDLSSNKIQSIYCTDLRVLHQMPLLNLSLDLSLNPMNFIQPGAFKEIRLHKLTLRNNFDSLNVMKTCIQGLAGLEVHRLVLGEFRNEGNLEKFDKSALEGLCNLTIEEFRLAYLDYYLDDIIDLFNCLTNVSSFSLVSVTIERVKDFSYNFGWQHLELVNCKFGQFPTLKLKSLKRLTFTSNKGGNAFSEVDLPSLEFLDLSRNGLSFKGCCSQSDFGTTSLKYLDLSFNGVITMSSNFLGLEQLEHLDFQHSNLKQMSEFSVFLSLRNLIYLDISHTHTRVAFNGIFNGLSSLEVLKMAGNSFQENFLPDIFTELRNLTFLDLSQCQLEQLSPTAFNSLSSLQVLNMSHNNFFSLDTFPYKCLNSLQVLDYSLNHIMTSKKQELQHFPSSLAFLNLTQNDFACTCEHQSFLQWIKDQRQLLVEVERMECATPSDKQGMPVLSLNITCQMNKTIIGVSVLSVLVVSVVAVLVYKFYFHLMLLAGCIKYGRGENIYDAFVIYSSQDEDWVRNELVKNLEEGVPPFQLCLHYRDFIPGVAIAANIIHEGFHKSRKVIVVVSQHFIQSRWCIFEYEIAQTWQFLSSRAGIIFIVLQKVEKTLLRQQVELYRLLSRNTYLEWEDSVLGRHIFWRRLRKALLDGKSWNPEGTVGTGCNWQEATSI
# Target sequence (Q99836 whole entry, looked up): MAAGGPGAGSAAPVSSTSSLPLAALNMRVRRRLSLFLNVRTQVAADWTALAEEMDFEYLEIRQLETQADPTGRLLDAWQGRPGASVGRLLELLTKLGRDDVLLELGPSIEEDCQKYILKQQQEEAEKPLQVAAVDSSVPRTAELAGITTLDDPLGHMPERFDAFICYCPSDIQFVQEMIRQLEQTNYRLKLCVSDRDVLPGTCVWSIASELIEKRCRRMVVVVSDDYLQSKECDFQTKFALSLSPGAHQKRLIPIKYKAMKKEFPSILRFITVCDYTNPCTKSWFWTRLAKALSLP
# * hit, by the source's call; . = no result given.
# Value order – bIAP act	PPARg SRC3 recr	TLR4 MyD88 comp	PPARg SRC-2 ag	ROMK mod	PPARg SRC-1 ag	SRC2 TRFRET art	Lmaj promast	S1P3 antag	bIAP inhibitor	Redox H2O2 prof
> CC(C)Cn1c(N)cc(=O)n(C)c1=O
    1.1	-5	1	-11	-0.79	-2	1579	-1	-3	-7	-1.8
> COC(=O)c1cn(CC(=O)Nc2ccc(F)cc2)c2ccccc12
    1.3	1	1	-5	-0.84	-6	1464	-4	-9	-28	-0.9
> Cc1ccsc1/C=N\Nc1cn[nH]c(=O)c1Cl
    1	-3	-9	0	0.12	-4	1453	5	-7	3	-0.1
> CC(=O)N1CCCc2cc(S(=O)(=O)CCC(=O)N3CCN(c4cccc(C)c4)C(C)C3)ccc21 (stereo not drawn)
    1	-2	-10	-2	.	9	1618	-5	-12	0	-2.1
> CCOC(=O)c1cc(-c2ccc(Cl)cc2)nc2c1c(=O)[nH]c(=O)n2CCOC
    0.9	6	1	4	0.095	3	1912	15	-27	7	-0.9
> Nc1nc2ccccc2n1/N=C/c1ccc(Br)cc1
    1	3	10	12	-1.4	2	1753	25	15	2	-0.5
> O=C(NCCc1ccccc1)c1ccc2nc(-c3ccco3)c(-c3ccco3)nc2c1
    1	2	9	4	-0.49	7	1407	72*	.	4	0.8
> CN1C(=O)CC(Nc2cccc3cccc(N)c23)C1=O (stereo not drawn)
    1.2	2	6	10	-1	7	1575	-8	-11	-19	-0.1
> Nc1cc(OC(=O)c2ccccc2Br)nn1S(=O)(=O)c1ccccc1
    1	-2	11	7	.	11	1542	-2	22	4	-2.6
> CC(C)(C)NS(=O)(=O)c1ccc(/C=C/C(=O)O)cc1
    1.1	0	-6	3	.	15	1564	-3	-5	-11	-0.8
> CC(C)NCC#CCOc1ccc(Cl)cc1
    1.1	1	2	-4	-0.88	-6	1567	6	1	-7	-0.2
> CC(C)CCNC(=O)CC1C(=O)N(Cc2ccccc2)C(C)c2nc3ccccc3n21 (stereo not drawn)
    0.9	16	-10	4	.	4	1587	4	.	7	-2.1
> CCOc1cc(C=O)cc(Br)c1OCC(N)=O
    1	0	1	0	2.7	-7	1383	5	-17	4	-2.2
> O=C(O)c1ccccc1-c1cn2cc(Cl)ccc2n1
    1.1	2	2	7	0.65	1	1658	-5	-7	-8	-0.9
> Clc1cccc(-c2nc(-c3ccccn3)no2)c1
    0.9	0	-2	5	-0.024	1	1403	-3	.	11	-0.4
> CCn1cc([N+](=O)[O-])c(C(=O)Nc2ccn(Cc3ccccc3)n2)n1
    0.9	1	3	-1	.	1	1479	-10	1	12	-0.4
> O=C(CCc1ccc(S(=O)(=O)N2CCOCC2)cc1)Nc1cc(Cl)ccc1N1CCOCC1
    1	-4	12	1	-0.83	7	1447	5	-7	2	-1.2
> COc1cc(C2C(C#N)=C(N)Oc3n[nH]c(-c4cccs4)c32)cc(OC)c1O (stereo not drawn)
    0.7	3	-6	3	.	-1	1507	6	-18	34	-1.1
> CCN=c1sc(C(=O)OC)cc(=O)n1CC
    0.9	-1	0	7	.	4	1728	9	.	14	-2.5
> CCOC(=O)/C=c1\s/c(=C\c2ccc3cc(OC)ccc3c2)c(=O)n1CC(=O)NCC1CCCO1 (stereo not drawn)
    0.9	4	-4	10	-0.98	18	1676	0	.	7	-1.0
> O=C(CCCN1C(=O)/C(=C\c2cccs2)SC1=S)Nc1cccnc1
    1	6	3	-1	-1.2	2	1693	41	-7	1	-1.1
> CC(C)(CO)NCc1cccs1
    1	3	0	-4	-0.077	-8	1323	-4	-21	-3	-1.4
> COC(=O)CSC1=C(C#N)C(c2ccc(C)o2)CC(=O)N1 (stereo not drawn)
    0.9	7	-13	5	2.7*	7	1658	-6	-12	7	0.2
> CCOC(=O)N1CCC(=NNS(=O)(=O)c2cccc([N+](=O)[O-])c2)CC1
    1	5	-6	2	1.5	4	1560	-7	.	4	-1.7
> O=C(Nc1ccc2snnc2c1)Nc1cccc2ccccc12
    0.8	1	-2	-1	-0.025	2	1474	100*	.	22	0.1
> COc1ccc(S(=O)(=O)N2CCCCCC2)cc1NC(=O)Cc1ccccc1
    1	3	-6	2	-1.2	4	1797	6	-12	2	-0.1
> C=CCNc1nc(NCC)nc(N2CCOCC2)n1
    1	-5	-13	0	.	2	1312	4	.	3	2.3
> CNC(=S)Nc1cc(C(=O)N2CCCC2)ccc1N1CCCC1
    1	6	9	-3	-0.052	4	1477	-1	-3	0	0.1
> O=C(Nc1nc2c(s1)CCCC2)c1cc2n(n1)C(C(F)(F)F)CC(C1CC1)N2 (stereo not drawn)
    1	8	-8	-2	.	3	1454	9	-22	1	0.4
> Cc1ccc(CNC(=O)CNC(=O)c2c(C)nn(C)c2Cl)cc1
    1	-2	7	4	-1.7	5	1534	-7	0	-4	-1.7
> Cc1ccc2nc(-c3ccccc3)nc(SC(C)C(=O)NCc3cccs3)c2c1 (stereo not drawn)
    0.9	-10	-6	2	.	1	1508	5	.	7	1.6
> C1COCCNCCOCCOCCOCCN1
    0.9	-2	-12	4	-0.1	4	1589	-2	-10	7	-0.2
> Cn1c2c(c(=O)n(C)c1=O)CN(CCN1CCNCC1)CN2
    1	1	0	-5	0.4	0	1581	-4	-2	0	0.1
> COc1ccc(Nc2nc(-c3c(C)nc4ncccn34)cs2)cc1
    1	6	9	9	3.1*	6	1659	16	6	-2	5.2
> O=C(c1cn(-c2ccccc2)nc1-c1ccc(F)cc1)N1CCOCC1
    1	1	8	2	.	6	1525	-7	-36	-3	-3.0
> CN(CCc1cnn(C)c1)C(=O)CCc1nnc(CCCc2ccccc2)o1
    1	1	-11	10	-0.18	3	1594	-6	0	3	0.3
> CCOC(=O)C(NC(=O)Nc1ccc(C(N)=O)cc1)(c1ccccc1)C(F)(F)F (stereo not drawn)
    1.1	-3	10	-1	-0.38	-3	1533	1	-7	-12	-0.3
> O=C(Nc1nc2c(s1)CCCC2)c1cc(-c2ccccc2)nc2ccccc12
    1	2	1	6	0.83	-4	1409	35	4	-1	0.0
> Cc1nn(-c2ccc(Cl)cc2Cl)c(=O)c2ccccc12
    1	7	-1	0	.	2	1579	-1	.	4	2.2
> Cc1cccc(OCCCC(=O)Nc2nc3ccccc3[nH]2)c1
    0.9	4	-3	10	0.82	-3	1523	-4	-7	5	-0.2
> O=C(OCCN(CCOC(=O)c1ccncc1)S(=O)(=O)c1cccs1)c1ccncc1
    1	1	1	0	-0.21	-1	1567	-19	.	3	0.1
> N#C/C(=C\c1ccccc1C(F)(F)F)C(=O)Nc1ccccc1
    0.5	3	3	6	.	7	1479	2	2	.	0.6
> CCCn1nc(C(=O)NCC(C)(C)N2CCOCC2)c2ccccc2c1=O
    1	1	1	10	.	0	1580	-3	.	4	1.9
> O=C(OCC(=O)N1CCOCC1)C(c1ccccc1)c1ccccc1
    1	0	2	7	.	5	1522	5	4	-5	-0.8
> O=C(COC(=O)c1ccc2c(c1[N+](=O)[O-])C(=O)c1ccccc1C2=O)NC1CC1
    1	3	7	7	0.63	-3	1664	-1	11	4	-0.6
> Cc1ccc2c([N+](=O)[O-])cccc2n1
    1.1	1	-7	-11	0.59	-1	1577	23	0	-13	0.5
> O=C(c1c(Cl)nc2sccn12)N(C(=O)c1c(Cl)nc2sccn12)c1ccc(Cl)cn1
    1.1	-7	2	-2	-0.68	3	1518	28	.	-7	0.2
> Cc1c(N=C/C=C2/N(C)c3ccccc3C2(C)C)c(=O)n(-c2ccccc2)n1C
    0.9	-1	1	-2	-0.06	2	1521	13	.	8	1.1
> Cc1ccc(OCC(O)Cn2c(N3CCOCC3)nc3c2c(=O)[nH]c(=O)n3C)cc1 (stereo not drawn)
    1	6	5	3	.	2	1577	0	-40	0	-2.9
> CCOC(=O)C1=C(C)N[C@@]2(O)c3ccccc3C(=O)[C@@]12O
    0.8	4	-4	9	.	9	1595	-9	.	15	4.2
> Cc1ccc(C)c(S(=O)(=O)N2C(=S)NC(=O)C2CC(C)C)c1 (stereo not drawn)
    0.9	-16	4	6	.	5	1535	-3	.	8	0.9
> NC(=O)[C@@H]1CCCN1Cc1nc(-c2ccc(C(F)(F)F)cc2)no1
    1	2	5	7	-0.22	6	1590	-2	-22	-4	0.1
> CCC(c1nnnn1C1CCCC1)N1CCN(C(=O)c2ccco2)CC1 (stereo not drawn)
    1.1	-3	-4	2	.	-7	1294	-6	46	-14	-0.2
> CCc1ccc(/C=N/Nc2nn[nH]n2)cc1
    0.8	-8	6	1	.	0	1272	1	.	17	0.8
> Cc1sc2ncnc(Sc3nnnn3-c3ccc(Cl)cc3)c2c1C
    0.9	0	1	2	.	5	1466	1	-28	10	0.5
> C/C(=N\NC(=O)c1ccccc1C)c1ccc(N2CCOCC2)cc1
    0.9	-5	-1	1	0.64	0	1443	-3	.	8	0.3

# 9 neighbouring entries already listed, quoted:
# Value order – bIAP act	PPARg SRC3 recr	TLR4 MyD88 comp	PPARg SRC-2 ag	ROMK mod	PPARg SRC-1 ag	SRC2 TRFRET art	Lmaj promast	S1P3 antag	bIAP inhibitor	Redox H2O2 prof
> O=C(OCC(=O)N1CCOCC1)C(c1ccccc1)c1ccccc1
    1	0	2	7	.	5	1522	5	4	-5	-0.8
> O=C(COC(=O)c1ccc2c(c1[N+](=O)[O-])C(=O)c1ccccc1C2=O)NC1CC1
    1	3	7	7	0.63	-3	1664	-1	11	4	-0.6
> Cc1ccc2c([N+](=O)[O-])cccc2n1
    1.1	1	-7	-11	0.59	-1	1577	23	0	-13	0.5
> O=C(c1c(Cl)nc2sccn12)N(C(=O)c1c(Cl)nc2sccn12)c1ccc(Cl)cn1
    1.1	-7	2	-2	-0.68	3	1518	28	.	-7	0.2
> Cc1c(N=C/C=C2/N(C)c3ccccc3C2(C)C)c(=O)n(-c2ccccc2)n1C
    0.9	-1	1	-2	-0.06	2	1521	13	.	8	1.1
> Cc1ccc(OCC(O)Cn2c(N3CCOCC3)nc3c2c(=O)[nH]c(=O)n3C)cc1 (stereo not drawn)
    1	6	5	3	.	2	1577	0	-40	0	-2.9
> CCOC(=O)C1=C(C)N[C@@]2(O)c3ccccc3C(=O)[C@@]12O
    0.8	4	-4	9	.	9	1595	-9	.	15	4.2
> Cc1ccc(C)c(S(=O)(=O)N2C(=S)NC(=O)C2CC(C)C)c1 (stereo not drawn)
    0.9	-16	4	6	.	5	1535	-3	.	8	0.9
> NC(=O)[C@@H]1CCCN1Cc1nc(-c2ccc(C(F)(F)F)cc2)no1
    1	2	5	7	-0.22	6	1590	-2	-22	-4	0.1
